Compound activity deposited in PubChem by National Center for Advancing Translational Sciences (NCATS).
POLI inh: inhibitors of human DNA polymerase iota | Q9UNA4 | Pol iota fluorescent replication assay, 10 min | Potency, µM (top dose mostly 115 µM), for the others: top-dose activity, negative = inhibition, hits mostly inhibitors | actives 1% (n = 390,000)
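Pol iota at 10 nM preincubated 15 min with compounds at room temperature; reaction started with fluorescent substrate, 50 nM final. Fluorescence read kinetically at 0 and 10 min; buffer-only wells as negative control.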
Apoferritin bind: binds horse apoferritin like a general anesthetic; P02791; apoferritin/1-aminoanthracene competitive binding, fluorescence; Potency, µM (series often up to 77.5 µM), without a hit: top-dose activity change, negative = displacement, most hits filed as inhibitors; actives 0.074% (n = 350,000); AID 485281; further: on the % scale 0 is the no-effect control and ±100 the full control effect; nearly all actives have a fitted effect of over 20% in size
Target sequence (P02791 2-175 limits assumed): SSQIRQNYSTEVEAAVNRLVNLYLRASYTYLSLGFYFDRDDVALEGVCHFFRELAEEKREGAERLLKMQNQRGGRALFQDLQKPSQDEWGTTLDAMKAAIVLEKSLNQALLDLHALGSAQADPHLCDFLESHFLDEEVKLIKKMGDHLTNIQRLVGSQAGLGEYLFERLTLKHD
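Horse-spleen apoferritin (10 uM) was mixed with 50% saturated 1-aminoanthracene in PBS, exposed to compounds for 10 min at room temperature, and read for fluorescence (ex 380 nm, em 535 nm). Competitive displacement was fitted with a four-parameter Hill equation.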
BAZ2B block: inhibitors of human BAZ2B bromodomain. Q9UIF8. AlphaScreen BAZ2B-H3K14Ac peptide displacement. Potency, µM (titrated, usually from 114 µM), for the others: at the highest dose activity change, negative = inhibition, most hits filed as inhibitors. actives 4.4% (n = 360,000); further: on the % scale 0 is the no-effect control and ±100 the full control effect; nearly all actives have a fitted effect of over 60% in size
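Multi-concentration screen (max 110 uM) measuring displacement of acetylated histone H3 peptide from BAZ2B by AlphaScreen, using 50 nM protein, 50 nM peptide and 10 ug/mL streptavidin donor plus Ni-chelate acceptor beads.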
POLH inh: blocks human DNA polymerase eta activity | Potency, µM (highest dose often 114 µM), inactives show at the top dose activity change, negative = inhibition, most hits filed as inhibitors | recombinant Pol eta, fluorescent DNA replication assay | actives 1.2% (n = 390,000) | Q9Y253 | AID 588591; further: on the % scale 0 is the no-effect control and ±100 the full control effect
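Pol eta at 10 nM preincubated with compounds 15 min at room temperature; reaction started with fluorescent substrate (50 nM final) and read kinetically at 0 and 10 min.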
Pol beta inh: inhibitors of human DNA polymerase beta; Pol beta primer extension/strand displacement, fluorescence kinetic; Potency, µM (doses to about 114 µM), for inactives: top-dose activity change, negative = inhibition, most hits filed as inhibitors; actives 1.3% (n = 340,000); further: on the % scale 0 is the no-effect control and ±100 the full control effect
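Values derive from four-parameter Hill fits of normalized kinetic data: reads at 0 and 10 min following addition of 50 nM substrate to 10 nM Pol beta preincubated 15 min with compound.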
APE1 inh: APE1 (human) endonuclease inhibition | actives 0.35% (n = 350,000) | Potency, µM (titrated, usually from 65.8 µM), without a hit: at the top dose activity change, negative = inhibition, hits mostly inhibitors | P27695 | recombinant APE1, TAMRA/BHQ-2 abasic DNA cleavage fluorescence;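 further: plate controls were vehicle for no effect and reference inhibitor for full effect; nearly all actives have a fitted effect of over 55% in size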
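APE1 at 0.75 nM preincubated 15 min at room temperature with compound. Reaction then started with 50 nM double-stranded THF-abasic substrate labelled with TAMRA/BHQ-2, and 525/598 nm fluorescence read kinetically. Activity taken as third-minus-first read difference, normalized to DMSO and NSC13755 controls.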
G9a inh: inhibitors of human histone lysine methyltransferase G9a; G9a H3K9 monomethylation, AlphaScreen, 2 h; Potency, µM (series often up to 102 µM), without a hit: at the highest dose activity, negative = inhibition, hits mostly inhibitors; AID 504332; actives 8.8% (n = 350,000); further: on the % scale 0 is the no-effect control and ±100 the full control effect; nearly all actives have a fitted effect of over 75% in size
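Step 1: enzyme (final 20 nM) with compound, 15 min RT. Step 2: substrate peptide 500 nM and SAM 20 uM, 2 h RT. Step 3: anti-H3K9me1 antibody and AlphaScreen beads, 10 min, then plate read.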
BLM inh: inhibitors of human Bloom syndrome helicase BLM; Potency, µM (titrated, usually from 56.1 µM), for inactives: at the top dose activity change, negative = inhibition, most hits filed as inhibitors; actives 0.2% (n = 350,000); P54132; recombinant BLM DNA unwinding, fluorescence dequenching;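 further: plate controls were vehicle for no effect and no enzyme for full effect; nearly all actives have a fitted effect of over 35% in size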
Pol kappa inh: DNA polymerase kappa (human) inhibition. purified Pol kappa, fluorescent DNA synthesis assay, 10 min. AID 588579. Q9UBT6. actives 0.53% (n = 400,000). Potency, µM (titrated, usually from 107 µM), inactives show at the highest dose activity, negative = inhibition, most hits filed as inhibitors; further: on the % scale 0 is the no-effect control and ±100 the full control effect
Target sequence (Q9UBT6 whole entry, looked up): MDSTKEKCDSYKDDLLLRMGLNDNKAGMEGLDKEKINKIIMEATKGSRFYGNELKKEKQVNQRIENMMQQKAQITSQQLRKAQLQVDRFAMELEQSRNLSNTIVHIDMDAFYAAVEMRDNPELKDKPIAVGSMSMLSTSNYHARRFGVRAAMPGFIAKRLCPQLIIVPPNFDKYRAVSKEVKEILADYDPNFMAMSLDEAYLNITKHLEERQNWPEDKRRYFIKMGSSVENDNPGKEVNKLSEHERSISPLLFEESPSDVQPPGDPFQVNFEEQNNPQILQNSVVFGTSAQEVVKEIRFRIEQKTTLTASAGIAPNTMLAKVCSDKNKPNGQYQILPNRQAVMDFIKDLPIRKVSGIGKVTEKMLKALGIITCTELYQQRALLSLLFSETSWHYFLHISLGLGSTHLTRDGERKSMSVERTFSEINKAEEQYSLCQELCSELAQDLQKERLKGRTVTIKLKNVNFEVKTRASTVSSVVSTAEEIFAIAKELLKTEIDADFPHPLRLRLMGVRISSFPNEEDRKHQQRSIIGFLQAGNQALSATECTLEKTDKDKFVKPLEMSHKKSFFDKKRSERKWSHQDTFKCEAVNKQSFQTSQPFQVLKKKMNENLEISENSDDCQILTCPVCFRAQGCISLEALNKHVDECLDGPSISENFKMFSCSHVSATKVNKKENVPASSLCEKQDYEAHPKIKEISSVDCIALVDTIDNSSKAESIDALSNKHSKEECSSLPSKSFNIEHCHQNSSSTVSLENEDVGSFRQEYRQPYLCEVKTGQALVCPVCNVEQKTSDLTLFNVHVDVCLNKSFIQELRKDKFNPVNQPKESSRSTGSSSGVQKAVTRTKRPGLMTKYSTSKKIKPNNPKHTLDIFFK
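Here, compound and 10 nM enzyme are combined for 15 min at room temperature; adding 50 nM substrate (final) starts DNA synthesis, tracked by fluorescence at 0 and 10 min against buffer-only wells.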
Active calls of the source: *; ? = inconclusive; · = not tested or not shown; & = joins results of further samples; [ ] = another dose, or the depositor's remark. The call rests on the fitted dose curve; in most records, active means well fitted curve in the direction sought with a large enough effect; inconclusive means small, poorly fitted or top-dose-only effect, or another doubt; inactive means no such curve, though single readings can be large; an effect the other way counts as inactive or inconclusive. Potency means the concentration at half of the fitted maximal effect.

Results follow in this order: POLI inh, Apoferritin bind, BAZ2B block, POLH inh, Pol beta inh, APE1 inh, G9a inh, BLM inh, Pol kappa inh
- Cn1c(=O)c(=O)n(C)c2cc(S(=O)(=O)Nc3ccc(Cl)c(C(F)(F)F)c3)ccc21
 : -8%, ?, ·, 16%, 13%, ·, -27%[59 µM], 0%, 0%
- CCCCCCOc1cccc(N)c1
 : 3%, ?, -36%, -14%, 22%, -4%, ?, -3%, 6%
- CCc1cc2c(cc3c(=O)n(CC(=O)NC4CCCCC4)nc(CC)n32)s1
 : 19%, -8%, -2%, -14%, -1%, ·, ?, -8%, 4%
- CCN(CC)C(=N)/C(C#N)=N/Nc1ccc(C)cc1
 : 11%, -19%, -33%, 2%, -1%, -4%, ?, -1%, -18%
- Nc1ncnc(Nc2c(F)cccc2F)n1
 : -4%[58.9 µM], 1%, 4%, -16%, -1%, 14%, ·, -2%, 2%
- CC(=O)Oc1ccccc1C(=O)Nc1ccccc1C(=O)N1CCCC1
 : -8%, -3%, 0%, -2%, 15%, 2%, ·, -3%, -13%
- C#CCOCCOCCOCCNc1nc(N2CCN(C(=O)[C@H](CCCCN)n3cc([C@@H](N)C(C)CC)nn3)CC2)nc(N2CCN(C(=O)[C@H](CCCCN)n3cc([C@@H](N)CC(C)C)nn3)CC2)n1 (stereo partly drawn)
 : -10%, -1%, 71µM*, -20%, 53%, 6%, ?, 51%[activator], 14%
- COc1ccc(CCNC(=O)CSC2=Nc3ccccc3C3=NC(CCC(=O)NCc4ccccc4)C(=O)N23)cc1OC (stereo not drawn)
 : 23%, 2%, 2%, -13%, -18%, ·, -1%[59 µM], 3%, 1%[60.1 µM]
- CCOC(=O)N1CCN(Cc2cc(Cl)c3cccnc3c2O)CC1
 : 125%[activator], -20%, 10µM*, -10%, 6%, 5%, ·, -7%, -15%
- COc1cc(CNc2nc3c(C)cc(C)cc3s2)ccc1O
 : ?, ?, 50µM*, -16%, 2%, -11%, 45µM*, -6%, 1%

Some of the entries so far, in markdown.
| Molecule | POLI inh | Apoferritin bind | BAZ2B block | POLH inh | Pol beta inh | APE1 inh | G9a inh | BLM inh | Pol kappa inh |
| --- | --- | --- | --- | --- | --- | --- | --- | --- | --- |
| COc1ccc(CCNC(=O)CSC2=Nc3ccccc3C3=NC(CCC(=O)NCc4ccccc4)C(=O)N23)cc1OC (stereo not drawn) | 23% | 2% | 2% | -13% | -18% | · | -1%[59 µM] | 3% | 1%[60.1 µM] |
| CCOC(=O)N1CCN(Cc2cc(Cl)c3cccnc3c2O)CC1 | 125%[activator] | -20% | 10µM* | -10% | 6% | 5% | · | -7% | -15% |
| COc1cc(CNc2nc3c(C)cc(C)cc3s2)ccc1O | ? | ? | 50µM* | -16% | 2% | -11% | 45µM* | -6% | 1% |

Next section
Results follow in this order: POLI inh, Apoferritin bind, BAZ2B block, POLH inh, Pol beta inh, APE1 inh, G9a inh, BLM inh, Pol kappa inh
- O=c1cc(CCl)nc2scc(-c3ccccc3)n12
 : ?, -16%, ?, ?, -29%, -5%, 50µM*, -8%, -9%
- Cc1ccc(F)c(NC(=O)CCc2ccccc2)c1
 : -7%, 13µM*, 4%, -1%, 4%, 0%, ?, -1%, -8%
- CC(C(=O)Nc1ccccc1-c1ccccc1)N(C)Cc1nc2ccccc2c(=O)[nH]1 (stereo not drawn)
 : 20%, -7%, -9%, -11%, 5%, 5%, 12%, 0%, -6%
- CCN(CC(=O)Nc1c(F)cccc1F)C(=O)CSc1ccccc1
 : 40%[activator], ·, -4%, 0%, ·, 13%, -2%, ·, -5%
- COc1ccccc1C1(O)C(=O)Nc2ccccc21 (stereo not drawn)
 : 4%, 28%, -12%, -12%, 7%, 65%[activator], -9%[2.33 µM], -1%, 7%
- COCC1CCCCN1C(=O)c1ccc2nc(Cc3ccc(OC)c(OC)c3)oc2c1 (stereo not drawn)
 : 28%, -15%, -15%, -10%, 1%, 15%, -11%, -3%, -7%
- O=C(COC(=O)c1ccc2c(c1)OCCO2)Nc1cc(S(=O)(=O)N2CCOCC2)ccc1Cl
 : 15%, -13%, ·, -4%, -1%, ?, -1%, -1%, -1%
- CCOC(=O)c1cc(OC(=O)c2ccccc2Br)n(-c2ccccc2)n1
 : -17%, 9%, -6%, -6%, 15%, 12%, -30%[59 µM], -3%, -8%
- O=C(N1CCCCC1)N1CCN(C(c2ccccc2)c2ccccc2)CC1
 : 4%, -10%, -2%, -22%, -1%, -1%, -1%[59 µM], -7%, -9%
- CCOC(=O)c1cc2sccc2n1CC(=O)N1CCCC1
 : -1%, -7%, -6%, -2%, 45%, 20%, -29%, -2%, -6%
- C=Cn1cc[n+](CC(=O)C(C)(C)C)c1
 : 26%, 5%, 7%, -5%, 1%, 3%, 2%[59 µM], 3%, 7%
- N#Cc1nc(COc2ccc(F)cc2)oc1NCCCn1ccnc1
 : 8%, -9%, -35%, -14%, -3%, -3%, -8%[12.7 µM], 1%, -9%
- O=C(COc1ccccc1)NCC(=O)N/N=C/C=C/c1ccccc1
 : 7%, 4%, 9%, -10%, 20%, 3%, 21%[59 µM], 3%, -7%
- O=C(NCC(c1ccco1)S(=O)(=O)c1cccs1)c1c(F)cccc1F (stereo not drawn)
 : 33%[activator], 7%, -5%, -19%, ?, ·, 0%[59 µM], -1%, -6%[60.1 µM]
- c1ccc(-c2c[n+]3c(n2-c2ccccc2)CCC3)cc1
 : 14%, 5%, 4%, -5%, 2%, 18%, -7%[12.7 µM], 1%, -3%
- CCOC(=O)c1cnc(SC)nc1N
 : 16%, -5%, 7%, 0%, 18%, -8%, 8%, -3%, 4%
- NC(=O)CC(NC(=O)c1cccc(Br)c1)c1ccc(N2CCC(Br)CC2)c([N+](=O)[O-])c1 (stereo not drawn)
 : -13%, ?, ?, 3%, ?, -12%, ·, -6%, -6%
- C=CCn1nc([N+](=O)[O-])nc1Sc1cccc2cccnc12
 : 23%, -13%, -10%, -10%, -29%, -6%, -20%, 4%, -10%
- COc1cc(S(=O)(=O)NCCCn2ccnc2)ccc1Cl
 : 12%, -13%, ?, -22%, 3%, 1%, ·, -1%, 5%
- CCc1ccc(NC(=O)C2=CC(c3cccs3)=NS(=O)(=O)N2C)cc1
 : 9%&-12%, ?, ?, -14%&-13%, -24%&0%, 17%, -41%, -13%&-2%, -16%&-1%
- CCC(Sc1n[nH]c(=O)[nH]c1=O)C(=O)OCc1ccccc1 (stereo not drawn)
 : 6%, ?, 0%, -7%, 8%, 10%, ?, -4%, 2%
- CCc1nnc(NS(=O)(=O)c2ccc(NC(=S)NC(=O)/C=C/c3ccc(OC)cc3)cc2)s1
 : 45µM*, 4%, ?, -11%, -8%, 2%, 50µM*, ?, ?
- COc1cc(-c2cc(C(=O)N3CCN(c4ccccn4)CC3)c3ccccc3n2)cc(OC)c1OC
 : -9%, -11%, 1%, -6%, -4%, -5%, 11%[59 µM], -9%, -15%
- O=C(CCc1nnc(C2CCCCC2)o1)N1CCCCC1CCn1cccn1 (stereo not drawn)
 : 13%, -7%, -11%, 7%, -9%, 5%, 26%, -1%, 3%
- CCOC(=O)N1CCN(c2ccccc2OC)CC1
 : 140%[activator], 5%, 0%, -13%, 34%, -12%, 14%, -5%, 1%
- CC(c1n[nH]c(=S)n1Cc1ccccc1)N(C)C (stereo not drawn)
 : 159%[activator], -2%, -8%, 0%, -2%, 22%, 10µM*, 0%, 1%
- CCOC(=O)Cc1nn(CCc2ccccn2)c(=O)c2ccccc12
 : 7%, -8%, 2%, -20%, 24%, 0%, -6%, -2%, -15%
- O=C(NC1CCCc2ccccc21)c1cccc(S(=O)(=O)N2CCOCC2)c1 (stereo not drawn)
 : -12%, -20%, ·, -5%, 14%, -1%, 6%, 0%, -18%
- Cc1ccc(O)c(C2=Nc3ccccc3N=C(c3cccs3)C2)c1
 : 15%, 269%[activator], 20%, -7%, 30%, 15%, 83%[59 µM], -10%, -8%
- O=C(c1c(O)c2ccccc2oc1=O)C1CCCCC1
 : -6%, -11%, -1%, -18%, 2%, 2%, -20%, -2%, 0%
- COCCNC(=O)C(c1ccc(C)cc1)N(C(=O)CCC(=O)Nc1ccccn1)C1CCCCC1 (stereo not drawn)
 : 4%, -10%, -11%, 3%, 22%, 10%, 13%, -4%, -3%
- CCC(c1nnc(SCC(=O)NC2CCCCC2)n1Cc1ccccc1)N(C)C (stereo not drawn)
 : 39%[activator], ·, 13%, -13%, ·, -15%, 7%[59 µM], ·, -9%
- COc1ccc(S(=O)(=O)N2CCCCCC2)cc1C(=O)NCc1ccc(C)cc1
 : ?, ·, -4%, -7%, ·, -13%, -2%[12.7 µM], ·, -11%
- CCCN(CCC)C(=O)CSc1nc2ccccc2c(=O)n1Cc1ccco1
 : 22%, 2%, -13%, ·, 22%, ·, 5%[59 µM], -4%, -4%[60.1 µM]
- CCOC(=O)c1c(C)[nH]c(C(=O)OC(C)C(=O)Nc2ccccc2OC)c1C (stereo not drawn)
 : 9%, 6%, -19%, -5%, -5%, 35%[activator], -8%, -9%, -6%
- O=C1CC(c2ccccc2)n2nc(N3C(=O)c4ccccc4C3=O)nc2N1 (stereo not drawn)
 : 10%, 1%, 3%, -2%, 21%, -1%, -9%[59 µM], 0%, -24%
- Cc1cccc(NC(=O)CN2C(=O)NC(C)(c3ccc4ccccc4c3)C2=O)n1 (stereo not drawn)
 : 2%, ·, -11%, -10%, ·, -2%, -45%, ·, -14%
- COCCCN1C(=O)C(=O)/C(=C(/O)c2ccc(OC(C)C)cc2)C1c1ccc(O)c(OC)c1 (stereo not drawn)
 : -14%, -9%, 7%, -11%, 5%, -4%, 56µM*, 0%, -21%
- CN(C)c1ccc(/C=C/C=C2/SC(=S)N(c3ccccc3)C2=O)cc1
 : ?, -18%, ?, 0%, 37%, -12%, ?, -9%, -4%
- CCC1(c2ccccc2)NC(=O)N(CC(=O)NCc2ccncc2)C1=O (stereo not drawn)
 : 41%[activator], 1%, 6%, -10%, 58%, -4%, ?, -6%, -9%
- COc1ccc(/C=C2\N=C(c3ccccc3)N(c3ccc(C(=O)O)cc3)C2=O)cc1OC
 : 56%[activator], -4%, 3%, -18%, -2%, -4%, -41%, -3%, -11%
- CN(CC(=O)NC1CCCCCC1)S(=O)(=O)c1ccccc1
 : 13%, -8%, 1%, -6%, 18%, 2%, 9%[59 µM], 2%, 0%

An excerpt. The share of hits here may be higher or lower than overall.
